Compound activity as filed in PubChem BioAssay.
Lipid storage S3 = qHTS Assay for Lipid Storage Modulators in Drosophila S3 Cells; Drosophila S3 cells, BODIPY lipid droplet fluorescence, 18-24 h; cells fed with added oleic acid; Potency in µM for hits, for the others lipid storage change, negative = inhibition, % at the top dose, mostly 46.1 µM; actives 0.64% (n = 320,000); AID 2685, 2010; active = well fitted inhibition curve with a large enough effect in the signal ratio, with a control signal flat, not every such curve was filed as active; inconclusive = small, poorly fitted or top-dose-only effect, or effect the other way, or a change in a side signal; the % refers to the signal ratio
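Laser-scanning cytometry quantifies lipid droplet accumulation (500–530 nm total intensity; droplet/cell object ratio) in oleic acid-fed (400 uM added) Drosophila S3 cells treated with a concentration series. 20 uM Triacsin C defined 100% inhibition.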
Lipid storage S3 cell count max = also measured in Lipid storage S3; calls as there; cell number change, %; measured here: cell count max response;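 cells counted by Cell Tracker Red CMTPX staining in the red channel; peak over a dose series mostly up to 46.1 µM; percent activity relative to internal control wells on each plate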
Numbers without * were called inactive; [ ] = dose if it differs, or a comment. % is scaled to controls: 0 for no effect and ±100 for the full control effect; potency is read from the fitted curve at half-maximal effect. An excerpt; the hit share may differ from the screen's.

For COc1ccc(NC(=O)c2ccc(C(=O)c3cc(OC)ccc3OC)cc2)cc1 the results were Lipid storage S3 inconclusive.
Screening COc1ccc(N2CCN(C3CC(=O)N(c4ccc5c(c4)OCCO5)C3=O)CC2)cc1 (stereo not given) returned Lipid storage S3 inactive and Lipid storage S3 cell count max 20.
O=C(/C=C/c1cccs1)N1CCCCC1 was read as Lipid storage S3 24%.
Cc1[nH][nH]c(=O)c1C(c1ccc(O)c([N+](=O)[O-])c1)c1c(C)[nH][nH]c1=O was read as Lipid storage S3 inconclusive.
For S=C1NCCOCCNC(=S)NCCOCCOCCOCCN1 the results were Lipid storage S3 -2% and Lipid storage S3 cell count max -7.
Screening O=C(c1cn(-c2ccccc2)nc1-c1ccc(F)cc1)N1CCCCC1 returned Lipid storage S3 inconclusive.
`Fc1ccc(CSc2nnc(-c3cnccn3)n2Cc2ccco2)cc1` gave Lipid storage S3 inactive and Lipid storage S3 cell count max 17.
Screening Cc1ccc(NC(=O)c2nc(S(=O)(=O)Cc3ccccc3)ncc2Cl)cc1 returned Lipid storage S3 inconclusive.
`Cc1cccc(C)c1NC(=S)N=Nc1c(O)n(C)c2ccc(S(=O)(=O)N3CCOCC3)cc12` gave Lipid storage S3 -6% and Lipid storage S3 cell count max 3.
`Cc1cccc(C(=O)NCc2nnc(SCc3ccc(F)cc3)n2C)c1` gave Lipid storage S3 2% and Lipid storage S3 cell count max 8.
For Cc1ccc(C(=O)NCc2ccc3c(c2)OCO3)cc1S(=O)(=O)N1CCCCC1 the results were Lipid storage S3 inconclusive.
Screening COc1ccc(-c2ccc(SCC(=O)c3ccc(F)cc3)nn2)cc1OC returned Lipid storage S3 inconclusive.
`CCc1nc(SCC(=O)Nc2ccc(OC)cc2[N+](=O)[O-])n[nH]1` gave Lipid storage S3 inconclusive.
Screening COCCOC(=O)c1c(NC(=O)CN2CCOCC2)sc(C(N)=O)c1C returned Lipid storage S3 inconclusive.
For COc1cc(/C=C2\SC(=S)N(CCC(=O)Nc3ccccn3)C2=O)cc(OC)c1OC the results were Lipid storage S3 inconclusive.
O=C(Cn1cc([N+](=O)[O-])cn1)N1CCc2ccccc21 was read as Lipid storage S3 -21% and Lipid storage S3 cell count max -13.
Screening CCC(=O)N(Cc1cc2ccc(C)cc2n2nnnc12)C1CCCCC1 returned Lipid storage S3 3% and Lipid storage S3 cell count max -2.
`CCN(Cc1ccccc1)C(=O)C(C)OC(=O)c1cc(S(=O)(=O)Nc2c(C)n(C)n(-c3ccccc3)c2=O)ccc1C` (stereo not given) gave Lipid storage S3 inactive.
CCn1cnc2cc(NCc3cccc(OC)c3O)ccc21 was read as Lipid storage S3 inconclusive.
For COC(=O)c1ccc(Oc2ccc3nnc(C)n3n2)cc1 the results were Lipid storage S3 27% and Lipid storage S3 cell count max 0.
For CS(=O)(=O)N(CCc1ccccc1)CC(=O)N1CCCCC1 the results were Lipid storage S3 inconclusive.
O=C(Nc1cc2c(cc1Cl)OCCCO2)c1ccco1 was read as Lipid storage S3 inconclusive.
Screening Cc1cc(C)c(S(=O)(=O)Nc2ccccc2-c2ccccc2)c(C)c1 returned Lipid storage S3 -30% and Lipid storage S3 cell count max 10.
For CCOC(=O)Nc1sc2c(c1C(N)=O)CCC(C)C2 (stereo not given) the results were Lipid storage S3 inconclusive.
`CCCCCCCNC(=O)C1(CC2CC(c3ccc(Cl)cc3)=NO2)CCN(C(=O)CCCCCBr)CC1` (stereo not given) gave Lipid storage S3 inconclusive.
Cc1onc(-c2ccccc2Cl)c1C(=O)NCc1ccccc1F was read as Lipid storage S3 inconclusive.
O=C(O)c1cccc(C(=O)O)c1 was read as Lipid storage S3 -14% and Lipid storage S3 cell count max -7.
Screening O=C(NCc1ccccn1)c1ccc(Cl)c(S(=O)(=O)Nc2ccccc2C(=O)NCc2ccccn2)c1 returned Lipid storage S3 0% and Lipid storage S3 cell count max 5.
`CC(=O)CCc1ccc(OCC(O)CNC2CCCc3ccccc32)cc1` (stereo not given) gave Lipid storage S3 inconclusive.
For Cc1ccc(NC(=O)C2CCN(c3cnccn3)CC2)cc1C the results were Lipid storage S3 -9% and Lipid storage S3 cell count max -16.
`Cc1occc1-c1nnc(SCC(=O)NC2CCCC2)n1C` gave Lipid storage S3 inconclusive.
`S=C(NCc1ccccc1)Nc1nccs1` gave Lipid storage S3 8% and Lipid storage S3 cell count max 2.
For Cc1ccc(-c2nnc(Nc3ccc4c(c3)OCO4)c3ccccc23)cc1S(N)(=O)=O the results were Lipid storage S3 inconclusive.
CCN(CC)c1ccc(/C=N/NC(=O)Cc2ccc(OC)c(OC)c2)cc1 was read as Lipid storage S3 1% and Lipid storage S3 cell count max -6.
`C/C=C\C=C/C(=O)Nc1cccc(C2=NOC3(C2)C[C@H](C(N)=O)N(C(=O)Cc2ccc([N+](=O)[O-])cc2)C3)c1` (stereo not given in full) gave Lipid storage S3 2% and Lipid storage S3 cell count max 14.
CC(=O)c1cccc(NC(=O)c2c(F)c(F)c(F)c(F)c2F)c1 was read as Lipid storage S3 inconclusive.
For CCCCn1c(N)c(N(CC(C)C)C(=O)COc2cc(C)ccc2Cl)c(=O)[nH]c1=O the results were Lipid storage S3 15% and Lipid storage S3 cell count max 16.
`CCCOc1ccc(/C=C/C(=O)NC2CCCCC2)cc1` gave Lipid storage S3 inconclusive.
`O=C(CSCc1c(F)cccc1Cl)NNC(=S)NC1CCCCC1` gave Lipid storage S3 inconclusive.
Screening CCC1CCCCN1C(=O)c1ccc(OC)c(OC2CCN(C(C)C)CC2)c1 (stereo not given) returned Lipid storage S3 inactive and Lipid storage S3 cell count max 27.

Gathered by group, those above with an NH in an aromatic ring (three)
Cc1[nH][nH]c(=O)c1C(c1ccc(O)c([N+](=O)[O-])c1)c1c(C)[nH][nH]c1=O was read as Lipid storage S3 inconclusive.
`CCc1nc(SCC(=O)Nc2ccc(OC)cc2[N+](=O)[O-])n[nH]1` gave Lipid storage S3 inconclusive.
For CCCCn1c(N)c(N(CC(C)C)C(=O)COc2cc(C)ccc2Cl)c(=O)[nH]c1=O the results were Lipid storage S3 15% and Lipid storage S3 cell count max 16.

Returning to the listing; the 3 compounds before the break are reprinted first.
`CCCOc1ccc(/C=C/C(=O)NC2CCCCC2)cc1` gave Lipid storage S3 inconclusive.
`O=C(CSCc1c(F)cccc1Cl)NNC(=S)NC1CCCCC1` gave Lipid storage S3 inconclusive.
Screening CCC1CCCCN1C(=O)c1ccc(OC)c(OC2CCN(C(C)C)CC2)c1 (stereo not given) returned Lipid storage S3 inactive and Lipid storage S3 cell count max 27.
Cc1cccc(-c2cc3nc(C)c(C)c(NCCCn4ccnc4)n3n2)c1 was read as Lipid storage S3 inconclusive.
Screening COc1cccc(N2CC(NS(=O)(=O)c3cccnc3)CC2=O)c1 (stereo not given) returned Lipid storage S3 inactive.
Screening O=C(CNS(=O)(=O)c1c(Cl)cccc1Cl)OCC(=O)N1CCN(c2ccccc2)CC1 returned Lipid storage S3 11% and Lipid storage S3 cell count max 7.
For COC(=O)CC(N)c1ccc(Br)cc1 (stereo not given) the results were Lipid storage S3 inconclusive.
`O=C(CNC(=O)/C(=C/c1ccccc1)NC(=O)c1ccc(Br)cc1)OCc1ccccc1` gave Lipid storage S3 11% and Lipid storage S3 cell count max 4.
Screening O=C(N1CCOCC1)N1CCCN(C(=O)N2CCOCC2)CC1 returned Lipid storage S3 4% and Lipid storage S3 cell count max 6.
For Cc1ccccc1S(=O)(=O)Cc1ccc(C(=O)NCCCN2CCCC2)o1 the results were Lipid storage S3 1% and Lipid storage S3 cell count max 14.
O=[N+]([O-])c1ccc(OCCn2cncn2)cc1 was read as Lipid storage S3 1% and Lipid storage S3 cell count max 21.
Screening CC(C)(C)c1ccc(S(=O)(=O)N2CC(C(=O)O)Oc3ccc(Cl)cc32)cc1 (stereo not given) returned Lipid storage S3 -9% and Lipid storage S3 cell count max -12.
For CC1(C)Oc2ccc3ccc(=O)oc3c2/C(=C/NNC(N)=O)C1=O the results were Lipid storage S3 inconclusive.
For CC(C)OCCCNC(=O)c1ccc(CS(=O)(=O)c2cccc(C(F)(F)F)c2)o1 the results were Lipid storage S3 9% and Lipid storage S3 cell count max 6.
Screening CCOC(=O)C(CCCOc1ccc(C(C)CC)cc1)C(=O)OCC (stereo not given) returned Lipid storage S3 inconclusive.
For O=C(CSc1nnnn1-c1cccc2c1CCCC2)N1CCCCC1 the results were Lipid storage S3 -1% and Lipid storage S3 cell count max -7.
CC(C)Cc1nnc(NC(=O)CCC(=O)NC2CC2)s1 was read as Lipid storage S3 inconclusive.
`COc1ccc(NC(=S)N(CCc2c(C)[nH]c3ccc(C)cc23)Cc2cccnc2)cc1` gave Lipid storage S3 inconclusive.
CC(C)[C@H](NC(=O)N1CC(=O)Nc2ccccc21)C(=O)N[C@H](C(=O)O)c1ccccc1 was read as Lipid storage S3 inactive and Lipid storage S3 cell count max -11.
`Cc1ccc(S(=O)(=O)CCC(=O)OC(C)C(=O)NC2CCCCC2C)cc1` (stereo not given) gave Lipid storage S3 inconclusive.
Screening Cc1cccc(NC(=O)Nc2cccc(Oc3c(F)c(F)c(F)c(F)c3F)c2)c1 returned Lipid storage S3 inconclusive.
`CCOc1ccccc1OCCOCCOc1c(Cl)cccc1Cl` gave Lipid storage S3 inconclusive.
For CCCCCNC1=CC(=O)CC(c2ccccc2)C1 (stereo not given) the results were Lipid storage S3 inconclusive.

Reprinted from the part before: 7 entries, followed by the next part.
CC(C)Cc1nnc(NC(=O)CCC(=O)NC2CC2)s1 was read as Lipid storage S3 inconclusive.
`COc1ccc(NC(=S)N(CCc2c(C)[nH]c3ccc(C)cc23)Cc2cccnc2)cc1` gave Lipid storage S3 inconclusive.
CC(C)[C@H](NC(=O)N1CC(=O)Nc2ccccc21)C(=O)N[C@H](C(=O)O)c1ccccc1 was read as Lipid storage S3 inactive and Lipid storage S3 cell count max -11.
`Cc1ccc(S(=O)(=O)CCC(=O)OC(C)C(=O)NC2CCCCC2C)cc1` (stereo not given) gave Lipid storage S3 inconclusive.
Screening Cc1cccc(NC(=O)Nc2cccc(Oc3c(F)c(F)c(F)c(F)c3F)c2)c1 returned Lipid storage S3 inconclusive.
`CCOc1ccccc1OCCOCCOc1c(Cl)cccc1Cl` gave Lipid storage S3 inconclusive.
For CCCCCNC1=CC(=O)CC(c2ccccc2)C1 (stereo not given) the results were Lipid storage S3 inconclusive.
`O=C(O)c1sccc1Oc1ccc(F)cc1[N+](=O)[O-]` gave Lipid storage S3 inconclusive.
For CCN(Cc1ccccc1)S(=O)(=O)c1ccc(OC)cc1 the results were Lipid storage S3 inconclusive.
For CNC(=O)c1cc2c(s1)CCCCCC2 the results were Lipid storage S3 2% and Lipid storage S3 cell count max 1.
CCOC(=O)c1ccc(NC(=O)CCc2c(C)nc3ncnn3c2C)cc1 was read as Lipid storage S3 -5% and Lipid storage S3 cell count max -20.
COC(=O)c1ccc(Nc2ccc3nonc3c2[N+](=O)[O-])cc1 was read as Lipid storage S3 inconclusive.
`CCOc1ccccc1N1CCN(C(=O)NC(C)c2ccc(F)c(F)c2)CC1` (stereo not given) gave Lipid storage S3 inactive.
Screening CN(C)CCCNC1=CC(=O)CC(c2ccccc2)C1 (stereo not given) returned Lipid storage S3 0% and Lipid storage S3 cell count max 15.
Screening C=CCn1c(=O)c2c(nc(Br)n2Cc2ccccc2Cl)n(C)c1=O returned Lipid storage S3 -11% and Lipid storage S3 cell count max -13.
`CN(C(=O)CSc1nnc(-c2ccccc2)c(-c2ccccc2)n1)C1CCS(=O)(=O)C1` (stereo not given) gave Lipid storage S3 -19% and Lipid storage S3 cell count max 1.
For CCCN(CC(=O)Nc1ccccc1C)C(=O)C1CC(=O)N(c2ccccc2C(C)CC)C1 (stereo not given) the results were Lipid storage S3 inconclusive.
Screening CC1Cc2cc(/C(O)=C3/C(=O)C(=O)N(CCN4CCOCC4)C3c3cccc(Cl)c3)ccc2O1 (stereo not given) returned Lipid storage S3 inconclusive.
For O=C(C(c1ccccc1)c1ccccc1)N1CCCc2ccccc21 the results were Lipid storage S3 0% and Lipid storage S3 cell count max -15.
For CC(NC(=O)Cc1ccccc1)C1COc2ccccc2O1 (stereo not given) the results were Lipid storage S3 inconclusive.
`CCN1CCCC1CNC(=O)C(=O)Nc1cccc(OC)c1` (stereo not given) gave Lipid storage S3 19% and Lipid storage S3 cell count max 10.
O=C1CC2(CCN(C(=O)c3ccc(Br)cc3)CC2)Oc2ccccc21 was read as Lipid storage S3 inactive and Lipid storage S3 cell count max -15.
Screening CCNc1nc(N2CCCC2)nc(N2CCCC2)n1 returned Lipid storage S3 -10% and Lipid storage S3 cell count max -14.
For C/C(CC(=O)Nc1cccnc1)=N\NC(=O)C(C)Oc1ccc(Cl)cc1Cl (stereo not given) the results were Lipid storage S3 1% and Lipid storage S3 cell count max 20.
O=C(NNS(=O)(=O)c1ccc(F)cc1F)c1csc(-c2cccnc2)n1 was read as Lipid storage S3 8% and Lipid storage S3 cell count max 16.
`CCC(C(=O)Nc1c(C)cc(C)cc1C)N1CCCCCC1` (stereo not given) gave Lipid storage S3 22% and Lipid storage S3 cell count max 7.
For O=C(c1cc(-c2ccc(O)cc2)on1)N1CCc2ccccc2C1 the results were Lipid storage S3 17%[9.22 µM] and Lipid storage S3 cell count max 23.
`O=C(NCCCN1CCOCC1)C(c1ccccc1)c1ccccc1` gave Lipid storage S3 15% and Lipid storage S3 cell count max -13.
For COc1ccc(CC(=O)NCc2n[nH]c(=S)n2-c2ccc(F)cc2)cc1 the results were Lipid storage S3 inconclusive.
Screening CCOC(=O)C1CCCN(C(=O)c2ccc(C(=O)c3ccccc3)cc2)C1 (stereo not given) returned Lipid storage S3 inconclusive.
